# FXIIa inh: human FXIIa protease inhibitors, primary screen, biochemical, single well; inhibition, % at 10 µM; purified human FXIIa, AMC substrate fluorescence, 2 h; 33,000 compounds, 0.2% hits; in the data active means inhibition above about 30%;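 further: 0% = enzyme with vehicle only and 100% = no enzyme blank; many of its hits are not listed in these tables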
# FXIa single inh: human FXIa protease inhibitors, primary screen, biochemical, single compound per well; purified human FXIa, fluorogenic AMC substrate cleavage; 33,000 compounds, 0.3% hits; Coagulation factor XI (Homo sapiens), P03951; AID 687, 2007; inhibition, % at 10 µM;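 active means inhibition above 40% in the primary screen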;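 further: 0% = enzyme without compound and 100% = blank wells lacking enzyme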
# Target sequence (P03951 19-387 limits assumed): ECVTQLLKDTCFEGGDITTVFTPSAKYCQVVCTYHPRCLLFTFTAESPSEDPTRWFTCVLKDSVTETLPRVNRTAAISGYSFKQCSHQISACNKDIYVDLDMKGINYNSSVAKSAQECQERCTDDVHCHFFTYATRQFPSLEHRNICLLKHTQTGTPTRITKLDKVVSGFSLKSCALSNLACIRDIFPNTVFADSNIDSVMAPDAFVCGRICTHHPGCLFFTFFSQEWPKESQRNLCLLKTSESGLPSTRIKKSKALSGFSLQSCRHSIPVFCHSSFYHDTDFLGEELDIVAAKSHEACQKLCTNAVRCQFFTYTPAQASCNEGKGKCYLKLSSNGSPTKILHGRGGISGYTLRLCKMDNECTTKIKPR
# Target sequence (P03951 388-625 limits assumed): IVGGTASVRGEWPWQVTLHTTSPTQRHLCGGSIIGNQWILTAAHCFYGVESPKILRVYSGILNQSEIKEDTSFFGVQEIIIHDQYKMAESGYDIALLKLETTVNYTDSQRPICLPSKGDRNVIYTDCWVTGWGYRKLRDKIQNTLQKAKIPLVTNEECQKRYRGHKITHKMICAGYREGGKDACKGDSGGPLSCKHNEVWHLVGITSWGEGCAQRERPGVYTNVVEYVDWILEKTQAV
# * = called active by the depositor.
nr | canonical_smiles | FXIIa inh | FXIa single inh
1 | CC(C)NC(C)C(=O)C12CC3CC(CC(C3)C1)C2 (stereo unspecified) | 16.3 | 1.5
2 | O=P(C(=Nc1ccc(Cl)cc1)N1CCOCC1)(N1CCOCC1)N1CCOCC1 | 2.6 | -3.3
3 | O=c1[nH]c(CN2CC=C(c3ccccc3)CC2)nc2cc(C(F)(F)F)ccc12 | 1.6 | 1.3
4 | O=c1c(C=NCc2cccs2)c(O)n(C2CCCCC2)c(=O)n1C1CCCCC1 | -0.9 | 11.7
5 | CC(=NCCO)c1c(O)n(C2CCCCC2)c(=O)[nH]c1=O | 1.7 | 4.2
6 | CC1(c2ccccc2)NCCN2C(=O)CSC21 (stereo unspecified) | 17.7 | -0.2
7 | O=P(NS(=O)(=O)c1ccc(Cl)cc1)(Oc1ccccc1)Oc1ccccc1 | 9.3 | 3.1
8 | C/C(=N/OC(=O)N(C)C)c1ncc(C(F)(F)F)cc1N1CCOCC1 | -14.9 | 33.8
9 | C=CCn1c(O)c(C(C)=NCCCN2CCOCC2)c(=O)[nH]c1=O | 4.6 | 33.9
10 | CC(C)NC(=O)Cn1cc(C(=O)c2ccccc2F)c2ccccc21 | 1.3 | -7.9
11 | C[C@]12CCC(=O)C=C1CC[C@@H]1[C@@H]2CC[C@]2(C)C(=O)CC[C@@H]12 | 4.3 | 6.3
12 | CCCCCCN=C(C)c1c(O)n(Cc2ccccc2)c(=O)[nH]c1=O | 6.0 | -6.2
13 | Cc1cc(C)n(CCOC(=O)C2C(C=C(Cl)Cl)C2(C)C)n1 (stereo unspecified) | 1.7 | -1.6
14 | COC(=O)C1=C(N)Oc2c(c(=O)oc3ccccc23)C1c1cccnc1 (stereo unspecified) | 3.7 | -6.5
15 | Cc1ccc(CN2CCN(CC(=O)N3CCC4(CC3)OCCO4)C2=O)cc1 | 15.1 | 5.4
16 | CCCCP(=O)(O)CCC(=O)O | 4.3 | 1.1
17 | CC(=NCC1CCCO1)c1c(O)n(-c2ccc(C)cc2)c(=O)[nH]c1=O (stereo unspecified) | 3.9 | 6.6
18 | CCC(=Nc1cc(OC)ccc1OC)c1c(O)[nH]c(=O)[nH]c1=O | 4.1 | -8.0

# Single records, from the list above. Values in the order: FXIIa inh	FXIa single inh
# CCCCCCN=C(C)c1c(O)n(Cc2ccccc2)c(=O)[nH]c1=O in the list: 6.0	-6.2
# COC(=O)C1=C(N)Oc2c(c(=O)oc3ccccc23)C1c1cccnc1 (stereo unspecified) in the list: 3.7	-6.5
# C/C(=N/OC(=O)N(C)C)c1ncc(C(F)(F)F)cc1N1CCOCC1 in the list: -14.9	33.8

# Individual results from the results shown.
# Entry for entry 7 under FXIa single inh: 3.1
# Entry for entry 9 under FXIIa inh: 4.6
# Entry for entry 8 under FXIa single inh: 33.8
# Entry for entry 18 under FXIa single inh: -8.0

# Screen by screen, as entered above.
# Entries 6–16 in FXIIa inh, in turn: 17.7, 9.3, -14.9, 4.6, 1.3, 4.3, 6.0, 1.7, 3.7, 15.1, 4.3

# Reformatted: results already given
# Second line of a record: FXIIa inh	FXIa single inh
15	Cc1ccc(CN2CCN(CC(=O)N3CCC4(CC3)OCCO4)C2=O)cc1
→ 15.1	5.4
2	O=P(C(=Nc1ccc(Cl)cc1)N1CCOCC1)(N1CCOCC1)N1CCOCC1
→ 2.6	-3.3

# Bioassay records (PubChem BioAssay)

# An excerpt; the hit share may differ from the screen's.
